Compound activity deposited in PubChem BioAssay by several laboratories.
RTF Ca sens act: cardiac RTF calcium sensitivity activators, primary screen, biochemical, IANBD-TnC fluorescence, EC20 calcium. 340,000 compounds, 0.24% hits. Troponin I, cardiac muscle (Homo sapiens) + Troponin T, cardiac muscle (Homo sapiens) + …. activation, % at 7.2 µM. IANBD-labeled TnC RTF fluorescence at EC20 calcium; 0% EC20 calcium, 100% full calcium;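 active means activation above the mean over all tested compounds plus 3 SD, cut at about 30% in these data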;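 further: rise in fluorescence read as greater calcium sensitivity of cardiac thin filaments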
V-ATPase pHluor: regulators of yeast V-ATPase proton pumping, primary screen, pHLuorin cytosolic pH fluorescence. 350,000 compounds, 0.37% hits. AID 504577, 2011. S. cerevisiae. response, % at 10 µM; in the data active means response mostly above about 7.3%, no sharp cut-off; inactive means mostly below about 5.4%; further: actives read high; inactives centre near 0; some compounds called inactive have numbers as strong as hits; reference of the scale not given here
Arrestin-AP2 inh: inhibitors of beta-arrestin/AP2 binding, primary screen, biochemical, GPCR trafficking, flow cytometry | FITC-arrestin peptide / GST-AP2 beads; AP2 beta2 appendage carries R879A mutation | inhibition, % at 10 µM | 340,000 compounds, 0.31% hits | AID 504490, 2011;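 active means inhibition above a set limit, near 3 SD of compounds lacking own fluorescence, cut at about 54% in these data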;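 further: plate controls were DMSO wells for no effect and 5 µM unlabelled arrestin peptide for full effect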
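System: GST-tagged AP2 beta2-adaptin appendage (R879A) on 4 µm glutathione beads / Reagent: FITC-arrestin peptide, 50 nM / Detection: HyperCyt-sampled flow cytometry, FL1 channel, ex 488/em 535 nm / Timing: 12 min plus 1 h, RT / Buffer or medium: PBS plus Tween 20 (0.05%) and BSA (0.1%)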
Cardiac RTF inh: cardiac RTF calcium sensitivity inhibitors, primary screen, biochemical, IANBD-TnC fluorescence, EC70 calcium; Troponin I, cardiac muscle (Homo sapiens) + Troponin T, cardiac muscle (Homo sapiens) + …; IANBD-labeled cardiac RTF, Ca2+ fluorescence; inhibition, % at 7.15 µM; 340,000 compounds, 0.12% hits; AID 493244, 2011;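 active means inhibition above the mean inhibition of all tested compounds plus 3 SD, cut at about 17% in these data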;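 further: assay run at fixed EC70 calcium of 1.6 mM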
DSG3 Ab inh: inhibitors of pemphigus antibody binding to DSG3, primary screen, biochemical, bead-based, flow cytometry, scFv-GFP; Desmoglein-3 (Homo sapiens), P32926; DSG3-coupled beads, scFv-anti-DSG3-GFP binding; stronger effect = lower value; binding (percent of control), % at 10 µM; 310,000 compounds, 0.48% hits; AID 588358, 2011;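 active means binding more than 3 SD below its plate's average and above zero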; further: some compounds called inactive have numbers as strong as hits
Target sequence (P32926 whole entry, looked up): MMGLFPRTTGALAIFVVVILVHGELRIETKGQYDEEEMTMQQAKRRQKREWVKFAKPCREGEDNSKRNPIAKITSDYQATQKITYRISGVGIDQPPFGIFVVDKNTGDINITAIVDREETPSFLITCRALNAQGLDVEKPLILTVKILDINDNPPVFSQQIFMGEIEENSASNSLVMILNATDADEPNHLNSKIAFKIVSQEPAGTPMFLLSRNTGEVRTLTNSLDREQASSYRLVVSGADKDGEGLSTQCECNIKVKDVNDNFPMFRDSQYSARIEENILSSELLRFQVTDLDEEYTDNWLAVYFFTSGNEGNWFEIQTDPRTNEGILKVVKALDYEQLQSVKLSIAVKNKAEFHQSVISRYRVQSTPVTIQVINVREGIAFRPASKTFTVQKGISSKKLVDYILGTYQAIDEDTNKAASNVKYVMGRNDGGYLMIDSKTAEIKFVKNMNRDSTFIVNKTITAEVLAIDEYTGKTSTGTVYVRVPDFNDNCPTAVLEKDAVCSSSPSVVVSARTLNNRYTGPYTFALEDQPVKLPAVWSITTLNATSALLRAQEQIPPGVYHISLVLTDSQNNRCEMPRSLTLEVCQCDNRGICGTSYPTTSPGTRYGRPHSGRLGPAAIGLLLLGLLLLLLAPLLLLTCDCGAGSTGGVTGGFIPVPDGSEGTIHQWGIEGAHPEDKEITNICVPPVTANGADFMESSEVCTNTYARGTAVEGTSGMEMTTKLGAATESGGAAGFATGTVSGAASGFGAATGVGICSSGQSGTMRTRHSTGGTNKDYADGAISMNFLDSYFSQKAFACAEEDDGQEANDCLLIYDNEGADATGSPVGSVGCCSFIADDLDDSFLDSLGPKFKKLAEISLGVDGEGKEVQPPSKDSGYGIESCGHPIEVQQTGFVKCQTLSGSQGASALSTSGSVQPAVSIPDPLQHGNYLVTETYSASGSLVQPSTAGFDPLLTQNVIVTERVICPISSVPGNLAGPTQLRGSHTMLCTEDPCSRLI
LANA DNA inh: inhibitors of KSHV C-LANA binding to DNA, primary screen, biochemical, fluorescence polarization, FAM-LBS DNA, MBP-C-LANA, single point. Kaposi's sarcoma herpesvirus LANA C-terminal domain (residues 932-1162) DNA binding. 340,000 compounds, 0.078% hits. inhibition, % at 9 µM. AID 504423, 2011;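 active means highest replicate inhibition at or above 60% at 9 µM, even if other replicates fall short; inactive means all replicates below 60% inhibition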;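 further: 0% = neutral control wells and 100% = 4 µM acridine orange control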
OPRM1-OPRD1 ag: agonists of OPRM1-OPRD1 heterodimerization, primary screen, cell-based, luminescence | cells | activation, % at 9.3 µM | AID 504326, 2011 | 340,000 compounds, 0.3% hits | Mu-type opioid receptor (Homo sapiens) + Delta-type opioid receptor (Homo sapiens), …; in the data active means activation above about 18%;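 further: 0% = vehicle-treated cells and 100% = reference agonist; values of inactives mirror those of a sister screen read the other way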
Wnt bcat act: Wnt/beta-catenin pathway activators, primary screen, cell-based, plate reader, single point. 300,000 compounds, 1.2% hits. activation, % at 9.35 µM. Wnt/beta-catenin reporter cell assay, activator; in the data active means activation above about 30%, passing the limit was not always enough;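 further: 0% = neutral control wells and 100% = positive control wells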
MOR-DOR inv ag: inverse agonists of MOR-DOR heterodimerization, primary screen, cell-based, luminescence | Mu-type opioid receptor (Homo sapiens) + Delta-type opioid receptor (Homo sapiens), … | cell-based MOR-DOR heterodimer luminescence, inverse agonism | inhibition, % at 9.3 µM | 340,000 compounds, 0.21% hits; in the data active means inhibition above about 22%, passing the limit was not always enough;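 further: 0% = cells with DMSO and 100% = wells without cells with DMSO; values of inactives mirror those of a sister screen read the other way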
Keap1-Nrf2 PPI: Keap1-Nrf2 protein-protein interaction inhibitors, primary screen, biochemical, fluorescence polarization, single point | 340,000 compounds, 0.15% hits | Keap1 Kelch-Nrf2 peptide fluorescence polarization, 1536-well | inhibition, % at 9.4 µM | Kelch-like ECH-associated protein 1 (Homo sapiens), Q14145; in the data active means inhibition above about 12%;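 further: human Keap1 Kelch domain with fluorescein labeled Nrf2 9mer peptide probe; 0% = neutral control wells and 100% = peptide positive control; higher means more block of Keap1 binding to Nrf2 peptide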
Active calls of the source: *; i = inactive; . = no result given; + = active, no number.

SMILES	RTF Ca sens act	V-ATPase pHluor	Arrestin-AP2 inh	Cardiac RTF inh	DSG3 Ab inh	LANA DNA inh	OPRM1-OPRD1 ag	Wnt bcat act	MOR-DOR inv ag	Keap1-Nrf2 PPI
Cc1ccc(Cn2c(CCNc3nc(-c4ccc(Cl)c([N+](=O)[O-])c4)cs3)nc3cc(Cl)c(Cl)cc32)cc1	-6	-1	-6	0	100	-0.4	-0.3	-2	2	2
Cc1ccc(S(=O)(=O)N(C)c2ccc(OC(=O)CN3C(=O)NC4(CCCC4)C3=O)cc2)cc1	-2	0	-7	-3	102	-1.1	-0.7	-1	5	-6
O=C1C[C@@H](c2ccc(O[C@@H]3O[C@H](CO)[C@@H](O)[C@H](O)[C@H]3O)cc2)Oc2cc(O)ccc21	-1	-1	10	-16	108	-1.9	-0.8	12	5	-1
CC(=O)Nc1ccc(S(=O)(=O)NNC(=O)c2cc3c4ccccc4n(C)c3s2)cc1	5	5	-6	3	106	-0.4	2.0	.	-13	-1
O=C(CN1C(=O)NC2(CCCC2)C1=O)Nc1ccc(Cl)cc1F	-3	-1	25	-5	98	0.2	4.8	-2	-39	0
Cc1ccc(/C=N\NC(=O)c2cc(OCC(F)(F)F)ccc2OCC(F)(F)F)cc1	0	2	-4	-7	.	-0.3	28*	-4	-128	-4
O=C(NCc1ccc(F)cc1)C(c1ccc(F)cc1)N(C(=O)c1csnn1)C1CC1 (centres undefined)	0	-5	2	-6	112	0.0	0.5	-1	-3	2
CC(C)[C@H](NC(=O)[C@@H]1CSC2c3ccccc3C(=O)N21)C(=O)NCC1CCCO1 (some centres undefined)	5	2	-6	-3	105	1.5	-3.1	0	15	-6
O=C(c1ccc(Cl)cc1)N1CCCOC1	3	1	20	-6	101	0.3	0.0	1	0	3
Cc1nc2ccccc2c(=O)n1/N=C/c1ccc(F)cc1	-1	0	-7	-6	100	0.8	-1.0	12	4	3

Profiles from above. Order of screens: RTF Ca sens act, V-ATPase pHluor, Arrestin-AP2 inh, Cardiac RTF inh, DSG3 Ab inh, LANA DNA inh, OPRM1-OPRD1 ag, Wnt bcat act, MOR-DOR inv ag, Keap1-Nrf2 PPI
`Cc1ccc(Cn2c(CCNc3nc(-c4ccc(Cl)c([N+](=O)[O-])c4)cs3)nc3cc(Cl)c(Cl)cc32)cc1` in the list: -6, -1, -6, 0, 100, -0.4, -0.3, -2, 2, 2
`CC(=O)Nc1ccc(S(=O)(=O)NNC(=O)c2cc3c4ccccc4n(C)c3s2)cc1` in the list: 5, 5, -6, 3, 106, -0.4, 2.0, ., -13, -1

More records
SMILES	RTF Ca sens act	V-ATPase pHluor	Arrestin-AP2 inh	Cardiac RTF inh	DSG3 Ab inh	LANA DNA inh	OPRM1-OPRD1 ag	Wnt bcat act	MOR-DOR inv ag	Keap1-Nrf2 PPI
CC(=O)Nc1c(O)nc(SCc2ccccc2C#N)[nH]c1=O	-5	1	4	6	95	-1.2	-1.7	1	10	-9
CCOP1(=O)C=C(Sc2ccc([N+](=O)[O-])cc2[N+](=O)[O-])C(C)(C)O1 (centres undefined)	-5	-81	33	-8	88	1.5	3.0	-3	-15	-3
Cc1cc(C(=O)OCC(=O)NC2CCCCC2C)c2ccccc2n1 (centres undefined)	0	0	-3	0	108	-1.2	1.6	1	-7	-5
CC(=O)NC12CC3CC(C1)CC(C(=O)N1CCN(S(=O)(=O)c4ccc([N+](=O)[O-])cc4)CC1)(C3)C2	-6	-2	2	2	105	-0.8	-1.4	-3	6	2
COc1ccc(F)cc1CN1CCN(C(=O)c2ccc(S(=O)(=O)N3CCCCCC3)cc2)CC1	1	1	2	-5	93	-1.9	-1.4	-2	5	-6
C/C(CC1(O)C(=O)Nc2ccccc21)=N\O (centres undefined)	-5	7	47	0	100	5.2	-0.3	.	2	6
COc1cc(/C=C/C(=O)Nc2cccc(S(=O)(=O)NC3=NCCCCC3)c2)ccc1OCC#N	-3	1	-13	-2	95	-0.3	-0.8	-1	4	-10
COc1ccc2c(c1)CCC1C2CCC2(C)C(O)C(=O)CC12 (centres undefined)	-5	2	-7	-7	96	0.8	0.6	-3	-3	-2
NC(=S)N/N=C/c1ccc2ccccc2c1	-4	1	7	-10	100	-1.0	1.1	1	-6	-5
O=C1CCC[C@@H]2C[C@@]3(C[C@@H]4CCN1[C@H]24)Nc1cc([N+](=O)[O-])ccc1NC3=NC1CCCCC1	18	-26	9	3	111	1.1	-2.9	2	16	-8
O=S(=O)(Cc1ccc(Cl)cc1)N1CCCCCC1	6	0	21	-10	97	-1.2	-2.7	2	14	0
CC(C)(C)c1nnc(NC(=O)Nc2ccc(Cl)cc2)s1	6	0	5	-4	112	1.0	5.4	2	-27	2
Cc1ccc(C(=O)NCC(=O)OCC(=O)Nc2ccccc2C#N)s1	-1	2	11	-13	97	1.3	-3.1	0	16	-5
Cc1ccc(S(=O)(=O)Nc2ccc(N3CCOCC3)cc2)cc1[N+](=O)[O-]	5	-2	-6	-2	110	1.5	-0.4	-1	2	0
O=C(Nc1nc(-c2ccccc2)cs1)C1CCCO1 (centres undefined)	4	-1	2	-2	122	0.1	-2.6	-3	12	-2
CC(SC(C)C(=O)NN=Cc1c[nH]c2ccccc12)C(=O)NN=Cc1c[nH]c2ccccc12 (centres undefined)	4	2	1	5	92	0.5	-1.7	-2	9	-8
O=C(c1cc(C2CC2)nn1-c1ccccc1)N1CCN(S(=O)(=O)c2c(F)cccc2F)CC1	2	3	-4	-8	102	-0.2	-0.8	-2	3	-3
CC(=O)N1c2ccc(S(=O)(=O)N3CCC(C(=O)NCc4ccc(Cl)cc4)CC3)cc2CC1C (centres undefined)	-6	-3	1	-7	.	-1.9	0.1	-2	0	5
CCN(CC)C(=O)Cn1cc(SCC(=O)NC2CCCC2)c2ccccc21	3	1	6	-9	.	0.3	-0.2	8	1	-5
Cc1ccccc1C(=O)N1CCN(c2ccc(NC(=O)c3ccc([N+](=O)[O-])o3)cc2)CC1	-7	-2	6	3	105	0.5	0.6	-4	-3	-5
COc1ccc(N2CCN(C(=O)C3CCN(C(=O)c4ccccc4Cl)CC3)CC2)cc1	-1	-3	2	-6	.	0.6	-1.1	2	9	-3
Cc1sc2ncnc(SCc3ccc(C(=O)O)cc3)c2c1C	-4	2	-23	-7	100	0.4	-1.2	0	6	1
Cc1nn(-c2ccc(Cl)cc2)c(Cl)c1/C=N/NC(=O)c1ccc(NS(=O)(=O)c2cccs2)cc1	10	1	-10	-5	102	1.7	2.9	5	-15	-2
CCN(CC)CCCNC(=O)c1cc2c(Cl)nc3ccccc3c2s1	-2	-1	0	-24	109	-2.1	1.6	-5	-10	-7
COCCNc1nc(N)c([N+](=O)[O-])c(NCc2ccccc2)n1	-2	1	9	-4	94	-1.1	-1.6	2	8	0
COc1ccc(CCNC(=O)CN2CCC(n3nnc4cc(F)ccc43)CC2)cc1OC	5	2	1	0	101	0.1	-0.7	-3	4	-5
CC(C)OC(=O)CSc1ncnc2c1cnn2-c1ccccc1	4	2	9	-1	95	-1.6	6.2	-1	-37	-7
COc1ccccc1NC(=O)C(C)OC(=O)c1cccc(-n2cnnn2)c1 (centres undefined)	-3	2	13	-4	96	0.4	-1.7	-2	11	-1
Cc1ccc(C)c(N(C)C(=O)c2ccc3c(=O)n4c(nc3c2)CCCCC4)c1	2	3	-3	-2	107	-1.4	-0.1	-1	0	-7
O=C1CC(c2ccco2)CC2=C1C=Nc1ccccc1N2 (centres undefined)	-4	-2	-1	-18	101	0.9	0.7	45*	-4	-1
O=C(NCc1ccccc1)C1=C[C@@H](c2ccc3c(c2)OCO3)C[C@@H](OCCCCO)O1	-6	-2	14	-3	101	-3.6	-1.5	-2	9	-2
O=P(Cc1cc(Br)cc(Br)c1OCCO)(c1ccccc1)c1ccccc1	2	-4	10	-5	.	0.1	-3.6	-1	18	1
Cc1ccc(S(=O)(=O)N2[C@@H](c3ccccc3)C(C(=O)O)=CC[C@H]2c2ccc(Cl)cc2)cc1	-1	-5	12	0	101	2.6	0.9	23	-5	0
Cc1cc2nnc(SCC(=O)N(C)C3CCS(=O)(=O)C3)n2c2ccccc12 (centres undefined)	1	0	6	-8	93	0.3	-3.1	1	16	3
CCC1(CC)Cc2ccccc2C(Nc2c(C)n(C)n(-c3ccccc3)c2=O)=N1	-2	-4	0	-4	99	-0.8	-1.4	.	7	-1
COc1ccc(OC)c(C(=O)CSc2nnc(-c3cccs3)o2)c1	-1	3	4	-5	98	-1.4	1.5	0	-9	-3
O=C(c1ccccc1NS(=O)(=O)c1cccc2cccnc12)N1CCOCC1	-4	2	2	0	99	0.9	-2.7	-5	15	-2
Cc1c(-c2ccc(Br)cc2)nc2ccccn12	-2	-1	-10	7	100	-0.1	-0.4	-1	2	2
Cc1nc2ccc(NC(=O)c3cccs3)cc2c(=O)n1Cc1ccc(Cl)cc1	3	0	8	2	102	-1.4	1.6	.	-9	-2
CN(C)CCn1nnnc1SCC1=C(C(=O)O)N2C(=O)[C@@H](NC(=O)Cc3csc(N)n3)[C@H]2SC1	-2	-4	-7	3	.	6.8	-0.3	2	2	-2
NC(=O)CN1C(=O)NC2(CCCc3ccccc32)C1=O (centres undefined)	0	2	-9	0	.	-1.7	-3.5	-2	19	-4
Cc1ccccc1C(=O)OCCN(C)Cc1ccccc1	-8	.	-15	-5	148	0.9	3.0	3	-22	-3
O=C(c1ccc(Cl)c(S(=O)(=O)N2CCCCCC2)c1)N1CCCC1	8	3	30	10	104	1.4	-2.4	-2	13	-1
N#CC(C#N)=C1C=C2C=C(N3CCCCCC3)CCC2CC1 (centres undefined)	+	234*	-95	i	i	-14	3.1	-3	-21	-260
O=C(/C=C/c1ccco1)Oc1cccc2cccnc12	11	3	-7	2	117	1.4	-1.5	0	8	2
C=CCn1c(SCc2nc3cc(C(=O)OC)ccc3c(=O)[nH]2)nc2sc(CC)cc2c1=O	2	1	-4	4	87	-0.1	-2.2	-2	11	-4
Cc1ccc(C(=O)N/C(=C\c2ccco2)C(=O)NCCN2CCCCC2)cc1C	3	0	14	-9	107	-0.8	-2.7	-2	15	-1
CC(=O)c1cccc(NC(=O)CN2C(=O)c3cccnc3Oc3ccc(Cl)cc32)c1	3	-1	7	-6	122	-2.6	-2.9	1	14	-8
CCN(CC(=O)NCc1cccs1)C(=O)Cc1ccc(C)c(C)c1	-5	-3	6	-5	101	-1.1	-2.2	3	9	-4
